CendR NRP1 mod = NRP-1/CendR interaction modulation; O14786; FAM-RPARPAR peptide binding to NRP-1, fluorescence polarization; 0.85% of 360,000 active; inhibition, % at 25 µM;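 active = inhibition or corrected inhibition above about 18%, plus a signal ratio from 0.5 to 1.5, limit read from the data, passing the limit was not always enough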; note: strong numbers were not always called active
SKN-1 inh = inhibitors of C. elegans SKN-1 | inhibition, % at 21.8 µM | 0.49% of 360,000 active | C. elegans VP596 Pgst-4::GFP/RFP ratio, acrylamide-induced, 24 h | AID 624304;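 active = interference check ratio from 0.5 to 1.5 plus GFP to RFP signal ratio inhibition reaching or exceeding a fixed threshold, cut at about 30% in these data, passing the limit was not always enough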; note: some compounds called inactive have numbers as strong as hits
LMPTP block = LMPTP (human) inhibition; AID 651560; recombinant LMPTP-A, OMFP fluorogenic substrate, fluorescence intensity; inhibition, % at 20 µM; P24666; 0.22% of 360,000 active;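 active = compounds that cut the enzyme signal by at least half of the control window in the single-dose screen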;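 note: plate controls were DMSO wells with enzyme plus substrate for no effect and substrate without enzyme for full effect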
Target sequence (P24666 whole entry, looked up): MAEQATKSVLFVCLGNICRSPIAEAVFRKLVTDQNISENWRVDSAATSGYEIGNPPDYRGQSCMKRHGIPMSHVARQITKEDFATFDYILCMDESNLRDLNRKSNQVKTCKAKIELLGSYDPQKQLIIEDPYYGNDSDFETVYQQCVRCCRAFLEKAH
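Test system: LMPTP-A, protein tyrosine phosphatase of low molecular weight; Input: 0.625 nM enzyme; Incubation: 50 min dark incubation at room temperature; Signal: endpoint fluorescence intensity from OMFP dephosphorylation; Read-out basis: % inhibition versus control wells.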
STEP block = STEP (human) phosphatase inhibition | P54829 | recombinant STEP, OMFP fluorogenic substrate, fluorescence | inhibition, % at 20 µM | 0.25% of 360,000 active | AID 588621;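 active = inhibition at 20 µM, scaled per plate between control wells, above about 37%, limit read from the data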;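 note: 0% = DMSO with enzyme and substrate and 100% = substrate only without enzyme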
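Assay system: isolated STEP enzyme / Timing: 20 min at room temperature, dark / Doses: 20 µM, 1% DMSO / Technique: fluorescence intensity, excitation 480 nm, emission 540 nm / Reagent: fluorogenic phosphatase substrate OMFP at 25 µM final / Measure: percent inhibition scaled to no-enzyme and uninhibited-enzyme controls, plate-pattern corrected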
SUMO1-SIM PPI = SUMO1-SIM interaction modulation; P63165; SUMO1 binding to a labelled peptide, TR-FRET, 1 h; inhibition, % at 20 µM; 0.33% of 360,000 active; in the data active = inhibition above about 37%
Target sequence (P63165 whole entry, looked up): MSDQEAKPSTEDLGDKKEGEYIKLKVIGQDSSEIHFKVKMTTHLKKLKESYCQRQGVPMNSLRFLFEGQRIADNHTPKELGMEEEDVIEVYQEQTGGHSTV
Rpn11 inh = blocks the human proteasome subunit Rpn11. O00487. 0.59% of 360,000 active. human 26S proteasome, Ub4-pepOG fluorescence polarization; 20S core pre-blocked with epoxomicin. calls only at 20 µM;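 active = inhibition at 20 µM, scaled to each plate's controls, above about 33%, limit read from the data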
Target sequence (O00487 whole entry, looked up): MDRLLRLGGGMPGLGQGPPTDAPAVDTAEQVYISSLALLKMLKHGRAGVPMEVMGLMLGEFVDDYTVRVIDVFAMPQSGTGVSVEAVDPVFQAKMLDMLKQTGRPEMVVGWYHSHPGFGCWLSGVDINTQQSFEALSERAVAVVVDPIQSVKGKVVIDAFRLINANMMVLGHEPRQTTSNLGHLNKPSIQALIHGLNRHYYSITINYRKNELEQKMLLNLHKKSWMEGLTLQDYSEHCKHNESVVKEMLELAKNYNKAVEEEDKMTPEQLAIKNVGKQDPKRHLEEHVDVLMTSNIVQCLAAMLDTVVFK
Scp-1 inhibitor = Scp-1 (human) phosphatase inhibition; Q9GZU7; Recombinant Scp1, phosphopeptide, malachite green phosphate absorbance; inhibition, % at 20 µM; 0.88% of 340,000 active; AID 493091;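 active = inhibition above about 50% at 20 µM, limit read from the data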;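 note: plate controls were DMSO wells with enzyme for no effect and wells lacking enzyme for full effect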
Target sequence (Q9GZU7 76-261 limits assumed): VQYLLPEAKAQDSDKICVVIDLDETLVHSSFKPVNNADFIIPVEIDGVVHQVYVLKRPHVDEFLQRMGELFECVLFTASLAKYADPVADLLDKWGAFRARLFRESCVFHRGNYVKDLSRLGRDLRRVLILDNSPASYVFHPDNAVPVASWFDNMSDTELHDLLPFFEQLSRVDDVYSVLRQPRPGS
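Test system: SCP-1 catalytic domain; Buffer or medium: Acidic Tris acetate buffer with magnesium and detergent; Also added: Phosphorylated 17-residue peptide substrate; Compound: single 20 µM dose, 1% DMSO; Schedule: enzyme reaction 45 min at room temperature, colour 5 min, stabilisation 30 min; Signal: Phosphate-binding colour reagent, absorbance read at 630 nm.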
DNMT1 inh = blocks human DNA methyltransferase DNMT1 | 0.83% of 360,000 active | P26358 | inhibition (reported as % activation of signal), % at 10 µM | DNMT1 molecular beacon, Hinp1I cleavage, fluorescence; in the data active = inhibition above about 50%
MT1-MMP act inh = MT1-MMP (human) activation inhibition | P50281 | HT1080 RFP-PRO-GFP cells, GFP/RFP ratio fluorescence, overnight; percent of plate control window, DMSO zero | GFP/RFP ratio change, % at 20 µM | 0.061% of 360,000 active;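 active = GFP/RFP ratio change of at least 30% with cell ATP level not reduced by more than half and red fluorescence within 50% of control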; note: strong numbers were not always called active
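Assay system: HT1080 cells carrying an RFP-PRO-GFP reporter | Dosing: Single dose of 20 µM compound, 1% DMSO final | Incubation: Cells overnight before dosing, compound overnight, 37 °C, 5% CO2 | Evaluation: GFP/RFP fluorescence ratio | Control set: DMSO and RFP-L50D-GFP cell wells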
NadD block = NadD (S. aureus) enzyme inhibition. purified NadD enzyme, colorimetric absorbance read-out. inhibition, % at 20 µM. 0.78% of 360,000 active. AID 602399; in the data active = inhibition above about 26%; note: some compounds past the cut are filed as inactive
* hit, by the source's call; i = inactive; . = not tested or not shown.

1) Cc1cc(/C=N/n2cnnc2)c(C)n1-c1ccc2ncccc2c1
2) CN(CC(=O)Nc1ccccc1Cl)CC(=O)c1c(N)n(Cc2ccccc2)c(=O)n(C)c1=O
3) CN(C)C(=S)NC(=O)c1cccc(Cl)c1
4) COc1ccc(N2CCN(C(=O)CCN3C(=O)c4ccccc4S3(=O)=O)CC2)cc1
5) COc1ccc(C(CC(=O)N2CCN(C)CC2)NC(=O)C(F)(F)F)cc1 (stereo not drawn)
6) O=C(NC1CCS(=O)(=O)C1)c1sc2ccccc2c1Cl (stereo not drawn)
7) COc1cccc(C(C(=O)NCc2ccccc2)N2CCN(C(=O)C3CCCO3)CC2)c1OC (stereo not drawn)
8) COc1cc2oc3cc(C)oc(=O)c3c2cc1OC
9) O=c1c(/C=N/N2CCOCC2)c(C(F)(F)F)[nH]n1-c1ccccc1
10) Cc1ccc(NC(=O)C(CC(=O)O)C2CCCO2)c(C)c1 (stereo not drawn)
assay / entry	1	2	3	4	5	6	7	8	9	10
CendR NRP1 mod	-19	-16	5	-1	2	-7	-9	3	0	2
SKN-1 inh	-5	11	-4	25	-4	9	1	15	0	12
LMPTP block	2.6	0.1	-0.9	0.6	-2.2	-1.1	-2.6	0.6	-1.5	-1.0
STEP block	-1	7	2	2	-2	2	.	0	-1	-4
SUMO1-SIM PPI	-1	-1	-2	-3	0	1	-1	-8	2	1
Rpn11 inh	i	i	i	i	i	i	.	i	i	i
Scp-1 inhibitor	-9	-2	-5	-2	-7	-11	.	-8	-4	0
DNMT1 inh	-5	-2	-1	1	2	3	.	0	0	0
MT1-MMP act inh	-5	2	3	-2	-1	1	2	4	4	-1
NadD block	-2	-2	-7	10	-1	-1	.	-7	3	-4

11) CSCCC(NC(=O)c1ccco1)C(=O)N1CC=C(c2ccccc2)CC1 (stereo not drawn)
12) COc1ccc(C(=C(CC(=O)O)C(=O)OC(C)(C)C)c2cc(OC)c(OC)c(OC)c2)cc1OC
13) COc1cccc2c1c(NC(=O)Nc1ccc(F)cc1F)nn2C
14) Cc1cc(C)c2c(c1)N[C@H](c1cccs1)[C@@H]1CCO[C@H]21
15) O=C(Nc1ccccc1)c1ccc(=O)[nH]n1
16) CCOc1ccc(NC(=O)CCC(=O)N2CCSc3ccccc32)cc1
17) CC(C)C1Nc2ccc(C(=O)NCc3ccco3)cc2NC1=O (stereo not drawn)
18) COc1ccc(C(=O)N/C(=C/c2cccs2)C(=O)NN)cc1OC
19) CCOC(=O)C1CCCN(S(=O)(=O)c2cc(Br)cc3c2N(C(=O)C2CC2)CC3)C1 (stereo not drawn)
20) O=C(N1CCOCC1)N1CCN(S(=O)(=O)c2ccc(Cl)cc2)C1
assay / entry	11	12	13	14	15	16	17	18	19	20
CendR NRP1 mod	0	3	2	-5	11	6	5	6	0	2
SKN-1 inh	-6	12	27	17	-7	7	-4	-7	-7	20
LMPTP block	1.9	-1.0	-0.9	0.9	-3.0	0.0	-2.1	0.1	1.4	-2.6
STEP block	4	3	1	0	-2	0	-2	0	1	-3
SUMO1-SIM PPI	5	5	-2	5	-19	8	-4	-3	-2	0
Rpn11 inh	i	i	i	i	i	i	i	i	i	i
Scp-1 inhibitor	-5	-3	-7	-11	10	-16	-2	5	-2	-6
DNMT1 inh	-2	-1	1	3	1	-5	49	-1	-4	0
MT1-MMP act inh	-3	-1	-5	-4	-1	-1	-1	4	1	2
NadD block	2	0	-2	-2	-1	-1	2	2	-6	-3

21) CCCCc1c(O)nc2n(c1=O)CCS2
22) COCCNC(=O)CCc1nnc(C2(c3ccc(Cl)cc3)CCC2)o1
23) O=C(CN1CCCC1)Nc1ccc(F)c(Cl)c1
24) c1csc(-c2nc3ccccc3s2)c1
25) COCCCNC(=O)c1cc2c(=O)n3cccc(C)c3nc2n(C(C)C)c1=N
26) CCCCCn1c(=O)c2ccccc2n2c(=S)[nH]nc12
27) CCOC(=O)c1cc(-c2csc(COc3ccc(Cl)cc3)n2)on1
28) O=C1OC(=O)c2c(Br)c(Br)c(Br)c(Br)c21
29) CCOC(=O)C1CCCN(c2c(NCCN(C)Cc3ccccc3)c(=O)c2=O)C1 (stereo not drawn)
30) O=C(NC1CCCCCC1)C(=S)N1CCCC1
assay / entry	21	22	23	24	25	26	27	28	29	30
CendR NRP1 mod	6	9	1	-2	6	-5	3	-12	-16	-6
SKN-1 inh	21	-7	2	21	4	-6	-2	12	-11	0
LMPTP block	-0.5	-1.7	0.1	-1.1	-3.1	-1.8	-3.2	-1.3	-3.6	-1.2
STEP block	-4	1	10	3	1	-1	-1	5	-3	-1
SUMO1-SIM PPI	-2	0	-4	-15	-14	15	2	18	1	1
Rpn11 inh	i	i	i	i	i	i	i	i	i	i
Scp-1 inhibitor	0	-10	0	1	-3	-4	-4	-9	3	-2
DNMT1 inh	-2	1	9	3	5	2	4	-4	2	-2
MT1-MMP act inh	5	-4	-1	5	-4	-5	2	1	3	1
NadD block	-2	-3	0	-3	-2	1	0	2	1	-4

Single records, from the list above. Values in the order: CendR NRP1 mod	SKN-1 inh	LMPTP block	STEP block	SUMO1-SIM PPI	Rpn11 inh	Scp-1 inhibitor	DNMT1 inh	MT1-MMP act inh	NadD block
CSCCC(NC(=O)c1ccco1)C(=O)N1CC=C(c2ccccc2)CC1 (stereo not drawn) is entered as 0	-6	1.9	4	5	i	-5	-2	-3	2
Cc1cc(/C=N/n2cnnc2)c(C)n1-c1ccc2ncccc2c1 is entered as -19	-5	2.6	-1	-1	i	-9	-5	-5	-2
COc1ccc(C(=C(CC(=O)O)C(=O)OC(C)(C)C)c2cc(OC)c(OC)c(OC)c2)cc1OC is entered as 3	12	-1.0	3	5	i	-3	-1	-1	0
COCCCNC(=O)c1cc2c(=O)n3cccc(C)c3nc2n(C(C)C)c1=N is entered as 6	4	-3.1	1	-14	i	-3	5	-4	-2
O=C(NC1CCCCCC1)C(=S)N1CCCC1 is entered as -6	0	-1.2	-1	1	i	-2	-2	1	-4

Later entries
31) COc1cc2c(c(O)c1OC)C(=O)C(OC)CCC2 (stereo not drawn)
32) Cc1cccc2cc(CN(CC3CCCO3)C(=O)c3ccncc3)c(=O)[nH]c12 (stereo not drawn)
33) Cc1c(C(=O)NCC2CCCO2)sc2nc(-c3ccccc3)cn12 (stereo not drawn)
34) CCCCc1cc(=O)oc2cc(OCC(=O)N3C[C@H]4C[C@@H](C3)c3cccc(=O)n3C4)ccc12
35) CCC(C)NC(=O)C1c2ccccc2C(=O)N1Cc1ccc(OC)cc1OC (stereo not drawn)
36) COc1ccc2[nH]c(=O)c(CN(Cc3cccnc3)Cc3nnnn3CC3CCCO3)cc2c1 (stereo not drawn)
37) NNC(=O)c1ccc(COCC(F)(F)C(F)F)cc1
38) C[C@@H]1CN([C@@H](C)CO)C(=O)CCCn2nncc2CO[C@@H]1CN(C)C(=O)C1CCCCC1
39) OC(c1ccccc1)c1ccccc1CN1CCCNC1=S (stereo not drawn)
40) COc1nc(Nc2ccc(C(C)=O)cc2)nc(OC)n1
assay / entry	31	32	33	34	35	36	37	38	39	40
CendR NRP1 mod	-15	10	-14	5	8	13	-2	-2	4	8
SKN-1 inh	6	-9	-15	-6	-5	-11	0	-4	-4	-1
LMPTP block	-1.3	-0.9	-0.1	-0.8	-1.4	-0.4	-1.0	-1.5	-1.2	-2.0
STEP block	2	1	-1	-3	-8	-2	1	3	-2	-1
SUMO1-SIM PPI	-2	-3	3	0	-2	-1	-1	0	2	-1
Rpn11 inh	i	i	i	i	i	i	i	i	i	i
Scp-1 inhibitor	-2	0	-5	12	-4	-7	-17	.	.	0
DNMT1 inh	0	-3	0	1	-6	2	5	7	4	4
MT1-MMP act inh	4	0	7	-1	2	0	1	6	-2	6
NadD block	-2	7	5	-1	-1	-8	0	-3	4	-3

41) Cc1ccc(S(=O)(=O)Nc2ccccc2N2CCOCC2)cc1
42) CN1C(=O)c2ccccc2N(C)C1c1ccccc1Cl (stereo not drawn)
43) CCCCCc1c(-c2ccc(Cl)cc2)ncn1CCc1ccccc1OC
44) CN(C)C(=O)c1cccc(-c2cnc3c(NC=O)cc(-c4ccccc4F)cn23)c1
45) O=C(OC1CCOC1=O)c1ccc(-c2nc3ccccc3s2)s1 (stereo not drawn)
46) CC(C)(C)C(=O)NC1CCN(CC(=O)Nc2ccc3c(c2)OCO3)CC1
47) COC(=O)c1ccc(Sc2nnnn2-c2ccccc2)c([N+](=O)[O-])c1
48) COc1ccc(/C=N/NC(=O)c2nc(-c3ccccc3)n(-c3ccccc3)n2)c(O)c1
assay / entry	41	42	43	44	45	46	47	48
CendR NRP1 mod	-5	6	13	-25	6	3	-8	-7
SKN-1 inh	23	2	6	-6	0	7	-4	-6
LMPTP block	1.4	1.2	9.2	-1.0	2.2	1.0	-1.2	1.6
STEP block	0	-4	.	0	3	0	3	2
SUMO1-SIM PPI	-1	1	2	-3	-14	3	-29	11
Rpn11 inh	i	i	.	i	i	i	i	i
Scp-1 inhibitor	-2	-11	.	.	-2	2	-5	4
DNMT1 inh	0	-1	.	0	14	4	9	6
MT1-MMP act inh	-3	6	-7	-13	4	2	-3	1
NadD block	-1	-1	4	8	-3	-1	-5	41*

From PubChem
